Screens deposited in PubChem BioAssay by several laboratories.
NS3 helicase inh: blocks Hepatitis C virus NS3 helicase unwinding. NS3 helicase DNA unwinding, Cy5 molecular beacon fluorescence. AID 1800. hit rate 0.56% among 290,000. inhibition, % at 10.9 µM;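 active = inhibition above the mean of all tested compounds plus 3 SD, set per campaign, cut at about 35% in these data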;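 also: 0% = DMSO wells and 100% = thioflavine S control wells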
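assay system = NS3 helicase fragment of HCV | buffer or medium = MOPS pH 6.5, MgCl2, DTT, Tween20, BSA | timing = 60 min unwinding reaction at 25 °C after ATP addition | signal = Cy5 beacon fluorescence read at start and 1 h | read-out basis = % inhibition of unwinding | control set = low DMSO, high thioflavine S at 110 µM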
MEKK2wt PB1 HTS: raises or lowers MEK5 binding to wildtype human MEKK2 PB1 domain | Q9Y2U5 | bead flow cytometry, Alexa488-MEK5 binding to MEKK2 WT; actives lie on both sides | binding response (% of control), % at 10 µM | hit rate 1.1% among 290,000 | AID 1531; in the data active = binding response below about 67% or above about 130%
MEKK2mut PB1 HTS: signal of MEK5 binding to mutant human MEKK2 PB1 domain | percent response, % at 10 µM | AID 1530 | hit rate 0.35% among 290,000 | bead flow cytometry, Alexa488-MEK5 binding to MEKK2 mutant; in the data active = percent response above about 24%, passing the limit was not always enough; also: inactives centre near 1; some results filed as inactive read as strong as hits
DNA FID counter: counter-screen for HCV NS3 helicase inhibitors: DNA intercalator displacement; DNA fluorescent intercalator displacement, fluorescence; inhibition, % at 7.9 µM; hit rate 0.17% among 290,000; in the data active = inhibition above about 37%;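 also: 0% = vehicle and 100% = reference compound; higher means more ethidium bromide displaced from hairpin DNA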
UBC9 SUMO inh: inhibitors of human SUMOylation (UBC9). P63279. HTRF SUMOylation assay, SAE1/SAE2 + UBC9, in vitro. inhibition, % at 35 µM. hit rate 0.36% among 290,000; in the data active = inhibition above about 50%, passing the limit was not always enough; also: strong numbers were not always called active
Target sequence (P63279 whole entry, looked up): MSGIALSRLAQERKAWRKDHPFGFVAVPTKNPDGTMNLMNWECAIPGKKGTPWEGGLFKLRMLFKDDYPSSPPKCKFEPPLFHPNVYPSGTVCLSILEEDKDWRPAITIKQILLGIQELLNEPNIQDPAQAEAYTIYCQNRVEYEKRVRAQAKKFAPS
NALP1 yeast inh: NALP1 inhibition. hit rate 0.61% among 280,000. S. cerevisiae NALP1/ASC/caspase-1 growth, X-gal OD620, 72 h. inhibition, % at 10 µM. AID 2071; in the data active = inhibition mostly above about 24%, no sharp cut-off; inactive = mostly below about 32%; also: some compounds called inactive have numbers as strong as hits
VIM-2 inh: blocks Pseudomonas aeruginosa VIM-2 metallo-beta-lactamase; purified VIM-2, nitrocefin hydrolysis, epi-absorbance fluorescence; inhibition, % at 5.6 µM; hit rate 0.89% among 290,000;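 active = inhibition above the mean of all tested compounds plus 3 SD, cutoff set per screening run, cut at about 7.5% in these data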;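 also: red hydrolysis product quenches plate fluorescence so inhibitors raise well fluorescence; 0% = enzyme with DMSO and 100% = DMSO without enzyme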
IMP-1 inh: blocks Pseudomonas aeruginosa IMP-1 metallo-beta-lactamase; purified IMP-1, nitrocefin hydrolysis, epi-absorbance fluorescence; inhibition, % at 5.6 µM; hit rate 0.45% among 290,000;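 active = inhibition above the mean plus 3 SD of all compounds in the same screening run, cut at about 4.5% in these data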;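 also: 0% = IMP-1 with DMSO and 100% = DMSO wells lacking enzyme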
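Assay system: purified recombinant IMP-1 beta-lactamase. Input: IMP-1 0.2 nM before substrate addition. Buffer or medium: Zinc- and detergent-supplemented HEPES buffer, pH 7.1. Schedule: 25 °C, 15 min preincubation, 25 min reaction. Signal: Epi-absorbance fluorescence, 480 nm excitation, 530 nm emission. Evaluation: percent inhibition from optical density relative to buffer-blank wells.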
PfM18AAP inh: blocks P. falciparum M18 aspartyl aminopeptidase | recombinant PfM18AAP, H-Glu-NHMec fluorogenic cleavage | inhibition, % at 7.35 µM | hit rate 1.2% among 290,000 | AID 1822;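 active = inhibition above the campaign mean inhibition over all tested compounds plus 3 SD, cut at about 28% in these data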;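 also: 0% = plate median of test compound wells and 100% = 2 mM ZnCl2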
Numbers without * were called inactive; x = no result given. Compounds were not picked by outcome (roughly 4.7% active in at least one column).

smiles	NS3 helicase inh	MEKK2wt PB1 HTS	MEKK2mut PB1 HTS	DNA FID counter	UBC9 SUMO inh	NALP1 yeast inh	VIM-2 inh	IMP-1 inh	PfM18AAP inh
O=C(CCCN1C(=O)C2CC=CCC2C1=O)Nc1cccc(F)c1 (stereo not drawn)	-4	102	4	-11	10	6	-4.1	-1.4	3
Cc1ccc(N2CC(C(=O)NCCc3ccc(S(N)(=O)=O)cc3)CC2=O)cc1 (stereo not drawn)	-12	86	-14	-9	-2	12	-1.3	1.1	7
O=C1[C@@H]2C(Cc3ccc(O)cc3)NC3(C(=O)Nc4ccc(F)cc43)[C@@H]2C(=O)N1c1ccccc1 (stereo partly drawn)	-3	95	1	-7	4	10	-3.1	-2.3	5
CCOCCCn1c(=S)[nH]c2cc(C(=O)NCc3ccc(F)cc3)ccc2c1=O	4	99	2	-14	17	8	-0.8	-2.8	-8
COc1ccc(N2CCN(C3CCCCC3NS(=O)(=O)c3ccccc3)CC2)cc1 (stereo not drawn)	-4	105	3	11	-13	11	-1.8	-3.6	7
CCCCN(CC)C(=O)C1CCCN(S(=O)(=O)c2cccc3nsnc23)C1 (stereo not drawn)	19	99	5	-35	16	14	-4.2	-5.2	-8
O=C(Cc1ccccc1[N+](=O)[O-])NCc1ccccc1Cl	-5	106	7	2	-1	10	-2.8	-2.1	-1
Cc1cccnc1NC(=O)c1cc2c(=O)oc3ccccc3c2s1	11	99	-1	0	3	17	0.2	-1.2	-8
Cc1nn(C(=O)c2ccco2)c(C)c1Sc1ccc(Br)cc1	-5	x	x	-7	2	20	-1.2	-1.2	-11
O=C1CSCC(=O)N1c1ccccc1	-1	100	4	0	10	24	-1.5	-3.8	-6
CCCC(=O)Nc1ccc(N2CCN(C(=O)c3ccccc3C)CC2)cc1	-4	101	1	-25	3	11	-3.3	-3.3	4
CSCC(=O)N1CCC(n2nccc2NC(=O)CCCc2ccccc2)CC1	5	100	4	-20	8	15	-1.3	-0.1	-12
O=C(CN1C(=O)COc2ccccc21)Nc1ccc2c(c1)OCCO2	11	97	0	-4	8	-4	-1.4	-2.5	-5
C=CCN(c1ccccc1)S(=O)(=O)c1ccc2c(c1)NC(=O)C(C)C(=O)N2 (stereo not drawn)	-4	98	-2	-17	-2	11	-3.4	-3.7	6
COc1ccc(S(=O)(=O)N2CCC(C(=O)Nc3ccc(OC)c(OC)c3)CC2)cc1C	-6	102	6	-9	x	x	0.8	-1.4	-1
O=C(Nc1ccc(Cc2ccncc2)cc1)c1cccs1	-9	107	5	-4	-6	3	-1.8	-3.0	5
Cc1nnc(SCc2ccccc2)n1N	9	x	x	6	0	x	-2.0	-2.1	-5
C/C(=N\NC(=O)C(c1ccccc1)c1ccccc1)c1ccc(O)cc1	0	95	1	-16	5	26	-2.4	-3.9	7
CCOC(=O)c1[nH]c2ccc(OC)cc2c1NC(=O)NC(C)C	-1	103	3	4	-3	15	-2.6	-2.7	9
Nc1nnc(SCC(=O)OCc2ccc(F)cc2)s1	16	109	7	2	17	22	-1.0	0.7	0
COc1ccc(CN(C)S(=O)(=O)c2nnc(NC(=O)c3ccc(C)cc3)s2)cc1OC	2	99	1	-39	-21	36	-0.7	1.5	-15
N#CC1=C2SCC(O)(c3ccccc3)N2C(=O)CC1c1ccccc1 (stereo not drawn)	1	92	-2	-14	14	17	-4.0	-4.8	0
CCOc1cc(/C=N/NC(=O)c2cccnc2)ccc1OCc1ccc(C(=O)OC)o1	-3	104	1	-14	11	4	-3.8	-3.0	-8
CC(NC(=O)C(=O)NCCCn1ccnc1)c1ccccc1 (stereo not drawn)	4	90	-6	1	4	-6	0.1	-0.3	-2
O=C(CSc1nn(-c2ccccc2)c(=S)s1)Nn1cnnc1	4	x	x	-3	18	18	0.0	-0.3	53*
NC(=O)C[C@@H]1N[C@]2(C(=O)Nc3ccccc32)[C@@H]2C(=O)N(C3CCCCC3)C(=O)[C@H]12	7	100	-3	-4	2	3	-1.1	-2.7	14
O=C(O)C1CCN(S(=O)(=O)c2ccc(N3CCCC3C(=O)O)c([N+](=O)[O-])c2)CC1 (stereo not drawn)	4	109	7	-13	14	-4	-1.2	-3.8	36*
CN(Cc1ccccc1)C(=O)c1cccc(N2C(=O)C3CC=CCC3C2=O)c1 (stereo not drawn)	-7	91	-6	-27	-3	19	-1.3	0.2	-11
CC(c1nc2ccccc2c(=O)[nH]1)N(C)c1ccc2ccccc2c1 (stereo not drawn)	2	98	-2	-4	-3	8	-3.0	-1.9	-5
CCNCCC(=O)N1c2ccccc2Sc2ccc(C(F)(F)F)cc21	-14	114	5	13	-4	23	-1.2	1.4	-3
COc1ccc2oc(=Nc3cccc(F)c3)c(C(N)=O)cc2c1	12	97	-1	-2	39	2	-2.4	-4.3	6
NC(=O)COC(=O)[C@H](Cc1c[nH]c2ccccc12)NC(=O)c1ccc(F)cc1	-10	106	0	-5	-13	15	-1.2	-2.6	-4
O=C1Nc2cc(C(=O)N3CCN(Cc4ccccc4)CC3)ccc2SC1N1CCOCC1 (stereo not drawn)	-6	x	x	-35	-7	2	0.1	0.7	4
CCc1cc(SC#N)ccc1N	7	103	-2	3	-6	8	-2.5	-1.5	1
O=C(NCc1cccnc1)c1cc2nc(-c3cccs3)cc(C(F)(F)Cl)n2n1	5	94	-7	-18	30	2	6.1	-3.5	9
COc1ccc(N2C(=O)CSC23CCC(C(C)(C)C)CC3)cc1 (stereo not drawn)	0	96	1	-4	-12	6	-0.4	-1.8	-4
CC1(C)CC(=O)C2=C(C1)Nc1ccccc1[S@]2=O	-2	107	7	-6	22	-15	-2.8	-4.4	-8
CCOC(=O)c1ccc(NC(=S)N(CCCN2CCCC2)Cc2ccco2)cc1	-5	103	-1	5	2	28	-1.1	-1.9	9
O=C(COc1ccc([N+](=O)[O-])cc1)Nc1ccc(NC(=O)c2ccccc2)cc1	6	103	2	-5	10	3	-2.0	-2.1	-3
CN(C)c1ncc(S(=O)(=O)c2ccccc2)c(N)n1	2	102	-1	-2	-6	6	-1.4	-3.2	2

Three entries out of the list, sorted by count of non-hydrogen atoms, ascending:
smiles	NS3 helicase inh	MEKK2wt PB1 HTS	MEKK2mut PB1 HTS	DNA FID counter	UBC9 SUMO inh	NALP1 yeast inh	VIM-2 inh	IMP-1 inh	PfM18AAP inh
CCNCCC(=O)N1c2ccccc2Sc2ccc(C(F)(F)F)cc21	-14	114	5	13	-4	23	-1.2	1.4	-3
CN(Cc1ccccc1)C(=O)c1cccc(N2C(=O)C3CC=CCC3C2=O)c1 (stereo not drawn)	-7	91	-6	-27	-3	19	-1.3	0.2	-11
O=C(O)C1CCN(S(=O)(=O)c2ccc(N3CCCC3C(=O)O)c([N+](=O)[O-])c2)CC1 (stereo not drawn)	4	109	7	-13	14	-4	-1.2	-3.8	36*

Carrying on:
smiles	NS3 helicase inh	MEKK2wt PB1 HTS	MEKK2mut PB1 HTS	DNA FID counter	UBC9 SUMO inh	NALP1 yeast inh	VIM-2 inh	IMP-1 inh	PfM18AAP inh
CSCCC(NC(=O)c1ccccc1Br)C(=O)NC(C)CCc1ccccc1 (stereo not drawn)	6	107	5	-30	-7	12	-2.3	-4.2	5
Cc1nc(C)c(C)nc1C	-2	100	1	0	5	-10	-0.8	0.0	1
COc1ccc(N(C)C(=O)c2cc3c(s2)-c2ccc(Cl)cc2S(=O)(=O)C3)c(OC)c1	-10	97	-3	-48	-3	4	-0.4	-1.1	0
Cn1c(=O)c2c(nc(N/N=C/c3ccncc3)n2Cc2ccccc2)n(C)c1=O	-5	100	-3	-19	8	3	-2.8	-3.8	12
N#CC1(N2CCN(C(=O)c3ccccc3)CC2)CCCCC1	2	111	10	-2	7	-11	0.7	-1.7	-7
COc1cc(C(=O)Oc2c(OC)cc(C(=S)N3CCOCC3)cc2OC)cc(OC)c1OC	-5	108	9	-41	0	0	-1.4	-1.0	1
CCc1nc2ccccc2c(C(=O)Oc2ccc(C(=O)OC)cc2)c1C	8	108	15	-6	-18	16	0.1	-2.5	-4
O=C(N/C(=C/c1cccc([N+](=O)[O-])c1)C(=O)N1CCCC1)c1ccccc1	1	98	3	-26	14	0	-0.5	-1.1	-2
O=C(O)C1=NOC(CNc2ncc(C(F)(F)F)cc2Cl)C1 (stereo not drawn)	-1	111	10	0	22	-4	-1.5	-1.2	-2
Cc1ccc2c(c1)N(C(=O)CCC(=O)NCC(C)c1ccccc1)CC(C)O2 (stereo not drawn)	-23	99	1	-48	2	2	-1.8	-2.0	-7
Cc1ccnc(N/C=C/C(=O)c2ccc(Br)cc2)c1	-4	106	2	-15	13	31	1.4	-0.9	-10
O=C(CCCn1c(=O)[nH]c2ccccc2c1=O)N1CCN(c2ccccn2)CC1	3	103	-3	-18	-8	30	-1.7	-2.5	2
Cc1nnc(N)s1	8	82	-37	-2	9	17	-1.4	-3.4	-1
O=C(N/C(=C/c1ccc(Br)cc1)C(=O)N1CCCC1)c1ccccc1F	-1	106	-1	-32	-8	24	-3.3	-4.2	5
COc1ccccc1N1CCN(/N=C/c2ccc(O)c(O)c2)CC1	37*	74	-13	-19	5	2	-2.2	-0.6	63*
Cc1c(OCC(=O)NCC(O)c2ccccc2)ccc2c(-c3ccccc3)cc(=O)oc12 (stereo not drawn)	-8	104	5	-34	-8	15	13*	-2.9	5
O=C(O)CCc1ccc(-c2cccs2)n1NC(=O)c1ccc(Cl)cc1	-1	91	-3	-10	8	5	-0.8	1.8	-3
CN(C)c1ccc(-n2cccc2/C=C/[N+](=O)[O-])cc1	2	84	-10	0	7	-3	-2.5	-2.0	25
C=CCn1c(SCC(=O)NC(N)=O)nnc1-c1cc2c(s1)CCC(CC)C2 (stereo not drawn)	-14	102	0	-28	27	34	0.3	-3.0	0
CCn1cc(CN2CCC(n3nccc3NC(=O)c3ccc4c(c3)OCO4)CC2)c(C)n1	3	108	5	6	-4	21	-1.1	-0.6	-6
CC(C)CC(CCc1ccccc1)OS(N)(=O)=O (stereo not drawn)	16	110	3	-14	-14	13	-3.8	-4.1	3
COc1ccc(-n2c(-c3cnccn3)n[nH]c2=S)cc1	11	99	2	0	7	1	-2.7	-0.7	7
Cc1ccc(NCc2nc3ccccc3n2CCOc2ccccc2)cc1	-14	121	6	1	24	27	-5.9	-0.9	3
CNCc1ccccc1Sc1ccc(OC)cc1	-4	x	x	7	17	13	-0.7	-2.1	-7
COc1ccc(-c2ccc(CCC(=O)O)n2-c2ccc(O)cc2)cc1	13	x	x	0	17	2	-1.4	-0.9	9
CC(=O)c1c(C)[nH]c(C(=O)CN2C(=O)NC(C)(c3ccc4c(c3)OCO4)C2=O)c1C (stereo not drawn)	-6	103	9	-14	4	10	-1.0	-3.6	4
Cc1ccc(CNc2ncc(-c3ccccc3)n2C)o1	-5	98	-4	3	19	7	-1.0	-0.9	-15
